# From PubChem BioAssay
# tuberculosis growth: growth inhibition of non-replicating M. tuberculosis (AID 488890); Mycobacterium tuberculosis non-replicating, growth inhibition; higher % means a stronger effect; inhibition, % at 25 µM; hits with a dose series show IC50 in µM; 320,000 compounds, 0.39% hits; in the data active = a potency from the dose series; inconclusive = inhibition mostly from about 82% at the one dose, without a potency; inactive = the rest, 99 in 100 with inhibition below about 76%;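 also: plate controls were DMSO cells for no effect and high antibiotic wells for full effect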
# inhibitors of VEEV: inhibitors of VEEV TC-83 cytopathic effect, confirmation, Vero cells (AID 588727); Vero cells, VEEV TC-83 cytopathic effect inhibition; higher % means a stronger effect; inhibition, % at 20 µM, or IC50 in µM where a hit was titrated; 350,000 compounds, 0.13% hits; in the data active = a potency from the dose series; inconclusive = inhibition mostly from about 14% at the one dose, without a potency; inactive = the rest, 99 in 100 with inhibition below about 12%; also: strong numbers were not always called active
# PhoP GFP inhibition: Inhibition of PhoP regulon, Salmonella typhi GFP reporter cells, confirmation, 4 h (AID 1850); 310,000 compounds, 0.33% hits; Salmonella Typhi PhoP-promoter GFP reporter, fluorescence, 4 h; higher % means a stronger effect; inhibition, % at 50 µM, or IC50 in µM where a hit was titrated; in the data active = a potency from the dose series; inconclusive = inhibition mostly from about 25% at the one dose, without a potency; inactive = the rest, 99 in 100 with inhibition below about 19%;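 also: 0% = induced wells with vehicle and 100% = uninduced wells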
# H1N1 NS1A inhibition: NS1A inhibition, H1N1 influenza, cell based functional assay (AID 504329); NS1A functional cell-based assay, percent inhibition; higher % means a stronger effect; one-dose inhibition, % at 12.5 µM; IC50 in µM for titrated hits; 340,000 compounds, 0.3% hits; in the data active = a potency from the dose series; inconclusive = inhibition above about 27% without an active follow-up result; also: strong numbers were not always called active
# H37Rv inhibition: M. tuberculosis growth inhibition, HTS (AID 449762); M. tuberculosis H37Rv growth inhibition, 7H9 media; higher % means a stronger effect; inhibition, % at 25 µM; hits with a dose series show IC50 in µM; 330,000 compounds, 0.59% hits; in the data active = a potency from the dose series; inconclusive = inhibition above about 70% without an active follow-up result;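 also: bacterial growth assessed after seven days of incubation; strong numbers were not always called active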
# * hit, by the source's call; i = inactive; ? = inconclusive; · = not tested or not shown.
SMILES,tuberculosis growth,inhibitors of VEEV,PhoP GFP inhibition,H1N1 NS1A inhibition,H37Rv inhibition
O=C(Nc1ccccc1)c1nc[nH]c1C(=O)NCCNC(=O)c1[nH]cnc1C(=O)Nc1ccccc1,7%,9.7%,·,-11%,10%
Cc1ccc(S(=O)(=O)N2CCN(C(=O)CCn3nc(C)c(C)c3C)CC2)cc1,5%,0.3%,-12%,-4%,-4%
Cc1cc(C)nc(OC(C(=O)O)C(OCCc2ccccc2)(c2ccc(F)cc2)c2ccc(F)cc2)n1 (stereo not drawn),28%,i,-4%,2%,2%
Cc1cc(C)cc(C(=O)NCC(=O)N(C)CCOc2ccccc2)c1,3%,i,·,-4%,-10%
COc1ccc(CCNC2CC(=O)N(CCc3ccc(OC)c(OC)c3)C2=O)cc1 (stereo not drawn),1%,0.0%,8%,5%,5%
COc1ccc(-c2cc(C(=O)N/N=C/c3cccnc3)c3ccccc3n2)cc1,8%,7.1%,-2%,-6%,-9%
CC(C)Cc1nc2n[nH]c(N)c2c2c1COC(C)(C)C2,5%,2.0%,6%,-3%,-9%
CCOC(=O)C1=C(COC(=O)CNS(=O)(=O)c2ccc(C)cc2)NC(=O)NC1C (stereo not drawn),-8%,i,-6%,-6%,-10%
COc1ccc(C=NNc2ccc([N+](=O)[O-])cn2)cc1,·,1.8%,·,15%,·
COc1ccc(CCC(=O)N/N=C(\C)c2ccc3c(c2)OCO3)cc1,0%,3.5%,3%,-3%,?
CCOC(=O)c1c(C)[nH]c(C)c1C(=O)COC(=O)/C=C/c1ccccc1[N+](=O)[O-],·,10%,·,2%,4%
COC(=O)C1=C(c2ccc(F)cc2F)C[C@@H]2CC[C@H]1N2C(=O)NC(C)C,2%,i,·,1%,-5%
Cc1ccc(C)c(CSc2ccc3nnc(-c4ccccn4)n3n2)c1,33%,8.5%,4%,-4%,10%
N#CC(C(N)=O)=C1CCCCC1,-6%,0.1%,3%,·,3%
O=C(OCC(=O)N1CCCc2ccccc21)c1ccc(S(=O)(=O)C(F)F)cc1,i,1.4%,-1%,-5%,24µM*
O=C(CN1C(=O)C2(OCCCO2)c2ccccc21)NCCc1ccccc1,7%,0.3%,-3%,-2%,-6%
COc1ccc2c(c1)[C@@]13CCC=C[C@H]1[C@@H](C2)NCC3,-6%,0.0%,-3%,3%,1%
COc1cc(NC(=O)c2oc3ccccc3c2C)ccc1NC(=O)c1ccco1,10%,11%,11%,5%,7%
COC(=O)c1ccc(SC)cn1,-3%,0.7%,0%,4%,-3%
CCCCNC(=O)C(C)N(CCN(C)C)C(=O)CCCN1C(=O)NC(c2ccc(Cl)cc2)C(C(=O)OCc2ccccc2)=C1C (stereo not drawn),·,5.9%,·,-1%,·
CC1CCCCC1NC(=S)Nc1cccc(S(=O)(=O)N(C)C)c1 (stereo not drawn),?,1.5%,11%,-3%,0%
COc1cccc(C(=O)NCC(=O)OCC(=O)Nc2cc(OC)c([N+](=O)[O-])cc2C)c1,-22%,i,-4%,3%,-6%
C=CCNC(=O)[C@@H]1CSC2c3ccc(OC)c(OC)c3C(=O)N21 (stereo partly drawn),-18%,2.0%,4%,2%,-9%
COc1cc(C(c2c(C)[nH][nH]c2=O)c2c(C)[nH][nH]c2=O)cc(OC)c1OC,-1%,0.1%,-10%,8%,-5%
O=C(OCN1C(=O)c2ccccc2C1=O)c1cc(S(=O)(=O)N2CCOCC2)ccc1F,·,0.7%,·,-2%,·

# Some entries already given, showing only inhibitors of VEEV, tuberculosis growth and PhoP GFP inhibition.
canonical_smiles | inhibitors of VEEV | tuberculosis growth | PhoP GFP inhibition
Cc1cc(C)cc(C(=O)NCC(=O)N(C)CCOc2ccccc2)c1 | i | 3% | ·
COc1ccc(CCNC2CC(=O)N(CCc3ccc(OC)c(OC)c3)C2=O)cc1 (stereo not drawn) | 0.0% | 1% | 8%
COc1ccc(-c2cc(C(=O)N/N=C/c3cccnc3)c3ccccc3n2)cc1 | 7.1% | 8% | -2%
CC(C)Cc1nc2n[nH]c(N)c2c2c1COC(C)(C)C2 | 2.0% | 5% | 6%

# Returning to the listing; the five compounds before the break are reprinted first.
SMILES,tuberculosis growth,inhibitors of VEEV,PhoP GFP inhibition,H1N1 NS1A inhibition,H37Rv inhibition
CC1CCCCC1NC(=S)Nc1cccc(S(=O)(=O)N(C)C)c1 (stereo not drawn),?,1.5%,11%,-3%,0%
COc1cccc(C(=O)NCC(=O)OCC(=O)Nc2cc(OC)c([N+](=O)[O-])cc2C)c1,-22%,i,-4%,3%,-6%
C=CCNC(=O)[C@@H]1CSC2c3ccc(OC)c(OC)c3C(=O)N21 (stereo partly drawn),-18%,2.0%,4%,2%,-9%
COc1cc(C(c2c(C)[nH][nH]c2=O)c2c(C)[nH][nH]c2=O)cc(OC)c1OC,-1%,0.1%,-10%,8%,-5%
O=C(OCN1C(=O)c2ccccc2C1=O)c1cc(S(=O)(=O)N2CCOCC2)ccc1F,·,0.7%,·,-2%,·
O=C(CCn1cccc(C(F)(F)F)c1=O)Nc1cccc(C(F)(F)F)c1,-3%,i,-5%,·,-2%
O=C1CCN(CCc2ccccc2)CCN1[C@H](COc1ccccc1)Cc1ccccc1,33%,2.2%,10%,3%,47%
CC1CCN(CCOc2ccc(OCc3ccccc3)cc2)CC1,41%,i,-20%,5%,-10%
COc1ccc2c(c1)[n+](=O)c(C(C)=O)c(C)n2[O-],2%,4.0%,1%,-5%,1%
CC(C)CNC(=O)[C@@H]1CSC2c3ccccc3C(=O)N21 (stereo partly drawn),-7%,0.5%,5%,-7%,6%
CC(C)(C)Cc1nnc(NC(=O)Cc2cccs2)s1,-5%,2.6%,3%,·,-3%
O=C(N/N=C\c1cccs1)c1sccc1-n1cccc1,-14%,1.9%,-16%,3%,-3%
O=C(c1cn(-c2ccccc2)nc1-c1cccnc1)N1CCN(S(=O)(=O)c2ccccc2F)CC1,28%,9.2%,·,-3%,6%
CC1(C)C2CC=C(/C=N/NC(=O)c3ccccc3O)C1C2 (stereo not drawn),32%,i,-9%,8%,17%
CCOC(=O)C1CN(S(=O)(=O)c2ccc(Cl)cc2)c2cc(S(=O)(=O)CC)ccc2O1 (stereo not drawn),5%,0.3%,6%,·,-7%
Cc1ccc(NC(=O)c2oc3c(c2C)C(=O)CC(C)(C)C3)cc1,21%,3.4%,-6%,0%,-2%
Cc1ccc(N=Cc2c(O)ccc3ccccc23)cc1F,?,2.9%,-1%,23%,13%
Cc1cc(C)c2nc(N(CCCN(C)C)C(=O)c3ccc4c(c3)OCCO4)sc2c1,9%,12%,3%,18%,?
CCCc1nc2ccccc2c(C(=O)OCC(=O)NC2CC2)c1CC,29%,8.5%,·,-9%,2%
Cc1ccc(S(=O)(=O)N2CCC(C(=O)OCC(=O)N(Cc3ccccc3)C(C)(C)C)CC2)cc1C,17%,2.4%,-4%,5%,-4%
COc1ccc(C(=O)Nc2c(Cl)cc(Cl)cc2C(=O)N2CCOCC2)cc1,16%,i,-7%,-8%,-3%
CCOC(=O)c1ccc(NC(=O)CSc2nc3ncccc3[nH]2)cc1,?,1.7%,3%,2%,?
COc1ccc(S(=O)(=O)NCc2ccccn2)cc1Cl,1%,2.3%,2%,-5%,0%
CC(=O)O[C@@]12CO[C@@H]1C[C@H](OC1OCC(O)C(O)C1O)[C@@]1(C)C(=O)[C@H](O)C3=C(C)[C@@H](OC(=O)[C@H](O)[C@@H](NC(=O)c4ccccc4)c4ccccc4)C[C@@](O)([C@@H](OC(=O)c4ccccc4)C12)C3(C)C (stereo partly drawn),22%,0.3%,-7%,-4%,-2%
O=C(COC(=O)/C=C/c1cn(-c2ccccc2)nc1-c1ccc2c(c1)OCCO2)NC1CCS(=O)(=O)C1 (stereo not drawn),1%,8.4%,2%,0%,0%
COc1ccc(Oc2c(C(F)(F)F)oc3cc(OCC(=O)O)ccc3c2=O)cc1,3%,i,3%,-1%,-6%
CCCCSc1nn[nH]n1,6%,0.1%,-12%,6%,-2%
O=S1(=O)OCCC(c2ccccc2)N1Cc1ccccc1 (stereo not drawn),22%,2.3%,5%,-10%,3%
Cc1ccc(CNc2ccc3c(c2)ncn3C(C)(C)C)cc1,-10%,1.4%,5%,-7%,7.4µM*
O=C(O)C1CCN(C(=O)c2ccccc2C(=O)N2CCC(C(=O)O)CC2)CC1,-4%,i,12%,-3%,-4%

# Remaining list, next part:
SMILES,tuberculosis growth,inhibitors of VEEV,PhoP GFP inhibition,H1N1 NS1A inhibition,H37Rv inhibition
CN(C)C(=O)c1ccc(NC(=O)c2cc(-c3ccco3)nc3ccccc23)cc1,5%,9.5%,-7%,0%,-6%
O=C(C1CCCN(c2nnc(-n3cccc3)s2)C1)N1CCC2(CC1)OCCO2 (stereo not drawn),1%,1.1%,-4%,-15%,-14%
CCOC(=O)c1ccc(NC(=O)CN2C(=O)CSCC2=O)cc1,19%,1.2%,-5%,0%,-8%
S=c1[nH]cc(-c2ccc(Cl)cc2)n1-c1ccccc1,-30%,4.3%,-6%,3%,5%
O=C(NCc1ccc2c(c1)OCO2)c1c(O)nc2sccn2c1=O,18%,i,-5%,-1%,40µM*
COCc1[nH]nc2c1C1(C(=O)N(C)c3ccccc31)C(C#N)=C(N)O2 (stereo not drawn),-1%,2.0%,6%,0%,0%
O=C(c1ccc2nc(N3CCOCC3)sc2c1)N1CCCC1,·,0.1%,7%,1%,-6%
COc1ccc(/C=N/n2c(SC)nnc2-c2ccccc2)cc1C,25%,9.5%,-5%,14%,-4%
Cc1ccc(-c2noc(CN3CCC(C(N)=O)CC3)n2)cc1,5%,4.1%,1%,-2%,0%
CCCC(=O)Nc1cc(C)c(NC(=O)c2ccco2)cn1,-16%,1.2%,-7%,-3%,-4%
O=S(=O)(NN=C1CCCCCC1)c1ccc(Cl)cc1,-9%,3.2%,-10%,-9%,-3%
C=CCn1c(SCc2c(C)noc2C)nc2sc3c(c2c1=O)CCC(C)C3 (stereo not drawn),11%,8.6%,1%,12%,2%
Cc1cc(C(=O)N(CCC#N)Cc2cccs2)no1,-7%,i,7%,-1%,-4%
CC(=O)CSc1nnc(Cc2ccc([N+](=O)[O-])cc2)o1,71%,1.1%,5%,-4%,2%
COc1cccc(NC(=O)CN(C)S(=O)(=O)c2ccc3[nH]c(=O)oc3c2)c1,24%,i,8%,4%,3%
COc1ccc(NC(=O)CCNS(=O)(=O)c2ccccc2F)cc1S(N)(=O)=O,·,1.4%,4%,8%,4%
Cn1c(/C=C/c2cccc([N+](=O)[O-])c2)nc2ccccc2c1=O,4%,i,0%,8%,4%
Cn1nnnc1SCc1nnc(-c2ccccc2Br)o1,-3%,1.9%,28%,2%,-1%
OCCC1CN(C2CCN(c3ccccc3)CC2)CCN1Cc1ccc(F)c(F)c1 (stereo not drawn),7%,i,2%,-15%,10%
C=CCNc1cnn(CC(C)=O)c(=O)c1Br,4%,1.8%,-8%,-6%,7%
CCC(=NCC1CCCO1)c1c(O)n(-c2ccc(Cl)cc2)c(=O)[nH]c1=O (stereo not drawn),-6%,0.7%,-9%,-6%,-2%
Cc1ccc(-n2cc(C(=O)c3ccc(N4CCN(C)CC4)cc3)nn2)cc1Cl,?,5.4%,-3%,-4%,?
CCN(CC)c1ccc(C(=O)OCC(=O)N2CCCC2)cc1,8%,0.9%,7%,-8%,12%
Cc1[nH]c2ccccc2c1C1(O)C(=O)N(Cc2ccc3c(c2)OCO3)c2ccccc21 (stereo not drawn),40%,i,9%,8%,3%
CCOc1ccc(S(=O)(=O)Nc2cccc(C(=O)N(C)CC(=O)Nc3ccc(OC)cc3)c2)cc1,·,1.5%,·,3%,·
COC(=O)c1ccc(NC(=S)N2CCN(C)CC2)cc1,2%,0.7%,-7%,4%,4%
O=C(COC(=O)c1cc[n+]([O-])cc1)Nc1ccc(Cl)c(C(F)(F)F)c1,-2%,5.9%,·,6%,-3%
